Screening results: PubChem BioAssay, National Center for Advancing Translational Sciences (NCATS)
USP2a inhib – blocks human ubiquitin-specific protease USP2a; O75604; USP2a enzymatic assay, qHTS inhibition; Potency, µM (doses to about 38.3 µM), for inactives: at the top dose activity change, negative = inhibition, hits mostly inhibitors; 60,000 compounds, 0.1% hits;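 note: potency is the fitted concentration of half-maximal effect; nearly all actives have a fitted effect of over 60% in size; plate controls were DMSO for no effect and NEM full inhibition control for full effect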
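20 nM USP2 core + cpd, 30 min RT; add 20 nM Ub-PLA2/20 uM NBD C6-HPC; read Ex460/Em535 at 0 h and 2.5 h. Normalized to NEM; qHTS curve fit/classification.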
15-hLO inh – inhibitors of human 15-lipoxygenase (ALOX15); purified 15hLO-1, xylenol orange hydroperoxide absorbance; Potency, µM (series often up to 57.1 µM), for the others: at the top dose activity change, negative = inhibition, most hits filed as inhibitors; P16050; 74,000 compounds, 1.4% hits; note: potency is the fitted concentration of half-maximal effect; % is set by controls: 0 for no effect and ±100 for the full control effect; nearly all actives have a fitted effect of over 55% in size
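Compounds were preincubated 15 min at room temperature with 40 nM purified human enzyme (25 mM Hepes pH 7.5, 0.01% Triton X-100); 50 uM arachidonic acid reacted 6 min. Fe-xylenol orange detection, 30 min, absorbance ratio 573/405 nm.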
BRCT inh green – BRCA1 BRCT-phosphoprotein interaction inhibition; Potency, µM (series often up to 76.9 µM), for inactives: top-dose activity change, negative = inhibition, hits mostly inhibitors; AID 875; 75,000 compounds, 0.05% hits; BRCA1 BRCT-phosphopeptide binding, green fluorescence polarization;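 note: potency is the fitted concentration of half-maximal effect; plate controls were peptide without protein for full effect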
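Fluorescence polarization: His-tagged BRCT (~35 kDa BRCA1 C-terminus, 250 nM) bound to 100 nM fluorescein-labeled phosphorylated 10-aa BACH1 peptide, pH 7.3 phosphate buffer with DTT and Tween 20. Compounds incubated 12 min at room temperature; inhibition read as lowered polarization.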
Casp1 inh – allosteric or competitive inhibitors of human caspase-1; P29466; Caspase-1 enzyme, Ac-WEHD-AFC fluorogenic rate; Potency, µM (titrated, usually from 57.5 µM), for the others: at the top dose activity change, negative = inhibition, hits mostly inhibitors; 75,000 compounds, 0.03% hits; AID 900;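 note: potency is the fitted concentration of half-maximal effect; plate controls were vehicle for no effect and no substrate for full effect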
Tau fil binding – binders of human tau filaments; AID 596; recombinant tau filaments, thioflavin S fluorescence, 15 h; filaments grown with octadecylsulfate alongside compound; Potency, µM (titrated, usually from 57.1 µM), for inactives: at the top dose activity change, negative = inhibition; P10636; 71,000 compounds, 2% hits;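 note: potency is the fitted concentration of half-maximal effect; % is set by controls: 0 for no effect and ±100 for the full control effect; actives lower thioflavin S fluorescence by blocking filaments or displacing dye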
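Assay mix: 1 uM His-tagged tau, 30 uM sodium octadecylsulfate, thioflavine S dye in HEPES/NaCl/DTT buffer. Compound is added prior to the inducer. Fluorescence after 15 h at 37 C.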
HADH2 inhib – blocks human hydroxyacyl-CoA dehydrogenase type II; Q99714; recombinant HADH2, NADH fluorescence, beta-hydroxybutyryl-CoA; 73,000 compounds, 3.4% hits; Potency, µM (highest dose often 57.1 µM), for the others: top-dose activity change, negative = inhibition, most hits filed as inhibitors; note: potency is the fitted concentration of half-maximal effect; % is set by controls: 0 for no effect and ±100 for the full control effect; nearly all actives have a fitted effect of over 60% in size; many of its hits are not listed in these tables
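NADH fluorescence (ex 360/em 450 nm) read every 30 s for 4 min; activity taken as last-minus-first time point difference. Enzyme 20 nM, NAD+ 1 mM, beta-hydroxybutyryl-CoA 90 uM, pH 9.0 Tris buffer.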
HEK293 cAMP cs – counter-screen for TSHR agonists: cAMP increase in parental HEK293 | Potency, µM (highest dose often 57.1 µM), inactives show top-dose activation, most hits filed as activators | parental HEK293 CNG cAMP sensor, membrane potential fluorescence | 73,000 compounds, 2.5% hits; note: potency is the fitted concentration of half-maximal effect; % of control where 0% means no effect; nearly all actives have a fitted effect of over 55% in size
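Parental HEK 293 cells stably expressing a modified CNG channel (no TSHR) report cAMP rise as membrane depolarization. Membrane potential dye with 100 uM RO 20-1724 was loaded for 60 min at room temperature, then compound added for 30 min; fluorescence read at 590 nm.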
DNA Pol III inh – DNA polymerase III holoenzyme inhibition; AID 603; reconstituted DNA polymerase III holoenzyme replication, biochemical; 71,000 compounds, 0.25% hits; Potency, µM (series often up to 57.1 µM), inactives show at the highest dose activity change, negative = inhibition; note: potency is the fitted concentration of half-maximal effect; % is set by controls: 0 for no effect and ±100 for the full control effect
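Reconstituted *E. coli* holoenzyme (0.35 nM Pol III, 1 nM beta, 154 nM SSB, 2 nM primase) was preincubated with compound for 15 min at RT. Synthesis on 1.4 nM ssM13Gori ran 35 min, then was stopped with PicoGreen/EDTA and read as dsDNA fluorescence.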
BRCT PPI red – inhibitors of human BRCA1 BRCT-phosphoprotein interaction (red fluorophore); AID 892; Potency, µM (titrated, usually from 76.9 µM), without a hit: top-dose activity change, negative = inhibition, most hits filed as inhibitors; BRCT-phosphopeptide binding, red fluorescence polarization; P38398; 75,000 compounds, 0.03% hits; note: % is set by controls: 0 for no effect and ±100 for the full control effect
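Rhodamine-labelled pBACH1 10-mer (100 nM) bound to BRCT domain (100 nM) at pH 7.3; compounds incubated 12 min room temperature, polarization read. Free peptide defines full inhibition; unlabelled decapeptide titrated as control.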
Rhodamine fluor – rhodamine region autofluorescence; Rhodamine-region fluorescence, 547/598 nm, Tris buffer; active compounds read high; max dye-equivalent concentration, M; 59,000 compounds, 0.05% hits; AID 594; in the data active = max dye-equivalent concentration above about 11 nM; inconclusive = between about 1.1 nM and that limit
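Intrinsic compound fluorescence, ex 547 / em 598 nm, CCD imager. Tris 100 mM pH 8.0; 15 min RT. Output = rhodamine dye-equivalent concentration at each compound concentration.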
Casp7 inh – blocks human caspase-7 allosterically or competitively. recombinant caspase-7, Ac-DEVD-AFC fluorescence rate. Potency, µM (series often up to 57.5 µM), for the others: at the top dose activity change, negative = inhibition, usual class: inhibitors. P55210. 75,000 compounds, 0.02% hits. AID 889; active = well fitted inhibition curve with a large enough effect in the main read-out, with a control signal flat, not every such curve was filed as active; inconclusive = small, poorly fitted or top-dose-only effect, or a change in a side signal; note: potency is the fitted concentration of half-maximal effect; % of control where 0% means no effect
Active calls of the source: *; i = inactive; ? = inconclusive; · = no result given; [ ] = dose if it differs, or a comment. Unless noted, calls come from the whole dose curve; as a rule, active = well fitted curve in the direction sought with a large enough effect; inconclusive = small, poorly fitted or top-dose-only effect, or another doubt; inactive = no such curve, though single readings can be large; an effect the other way counts as inactive or inconclusive.

item | SMILES | USP2a inhib | 15-hLO inh | BRCT inh green | Casp1 inh | Tau fil binding | HADH2 inhib
1 | O=C(CCS(=O)(=O)c1cccc2nonc12)NCCc1ccccc1Cl | 3.7% | -0.8% | -1.3% | -0.4% | -9.4% | -11.0%
2 | Cc1nnc(SCC(=O)N2CCOCC2)s1 | 1.1% | 4.6% | -3.1% | 0.7% | -0.9% | 0.3%
3 | Nc1cc(Cl)c(N)cc1Cl | -0.7% | 8.8% | -1.3% | -2.5% | 25.1µM* | 14.0%
4 | Cc1cc2nc(SCCN3CCCC3)[nH]c2cc1C | · | -5.8% | -2.3% | 1.4% | -10.1% | -2.6%
5 | Cc1ccc(CCNC(=O)C2CCN(c3nn4c(=O)cc(C)nc4s3)CC2)cc1 | 15.2% | -4.8% | -2.1% | 0.8% | -13.4% | 5.4%
6 | c1ccc(-c2nn3c(C4CCCCC4)nnc3s2)nc1 | -0.9% | 6.6% | -1.2% | -1.5% | -0.9% | 0.2%
7 | Cc1cc(C(=O)Nn2cnnc2)cs1 | -10.9% | 3.6% | -3.3% | -1.2% | 4.6% | -6.8%
8 | COC(=O)C(O)(CC(=O)Nc1ccc(OC(F)(F)F)cc1)C(F)(F)F (stereo not drawn) | 5.0% | 1.1% | -1.4% | -2.0% | 18.3% | -8.1%
9 | COc1ccc(S(=O)(=O)N(C)c2ccc(C(=O)NCC3CCCO3)cc2)cc1 (stereo not drawn) | 8.2% | 9.1% | 0.9% | -0.2% | 0.0% | 2.4%
10 | COC(=O)N1CCC2(CCN(Cc3ccccc3OC)CC2)CC1 | 11.2% | 6.0% | -2.9% | -2.8% | 10.7% | 5.6%
11 | CN(CC(=O)NCc1cccs1)S(=O)(=O)c1cccc2nsnc12 | 8.6% | -3.2% | 0.2% | 0.4% | -5.9% | -1.9%
12 | CCN(CC)C(=O)C1CCCN(c2ncnc3c2cnn3-c2cccc(C)c2)C1 (stereo not drawn) | 14.6% | 5.6% | -1.7% | -0.7% | 1.5% | 11.7%
13 | CCCOc1ccccc1NC(=O)c1c(-c2ccccc2)noc1C | · | 10.8% | -0.5% | -2.4% | 77.7% | -4.6%
14 | Cc1ccc(C(=O)NC2CCCc3ccccc32)o1 (stereo not drawn) | 11.0% | -25.6% | 0.6% | -1.2% | -11.1% | -11.5%
15 | Cc1nnc2n1NC(c1ccc(Cl)cc1)C(C(=O)N1CCC(C)CC1)S2 (stereo not drawn) | 1.6% | 2.7% | -0.9% | 0.0% | -7.9% | 12.4%

item | HEK293 cAMP cs | DNA Pol III inh | BRCT PPI red | Rhodamine fluor | Casp7 inh
1 | -2.2% | -4.1% | 0.1% | i | -1.1%
2 | -7.7% | 0.5% | -0.8% | i | 0.0%
3 | 1.9% | -4.1% | -0.5% | · | -1.1%
4 | ? | -1.0% | -2.3% | · | -0.6%
5 | 4.2% | -2.2% | -0.1% | i | -1.8%
6 | 10.3% | -2.4% | -1.0% | i | -2.7%
7 | 28.8% | -1.2% | 0.7% | i | -0.8%
8 | 1.9% | -3.8% | 0.2% | i | 0.7%
9 | 5.0% | 0.4% | -0.6% | i | 1.0%
10 | -3.2% | -2.2% | -0.4% | i | -0.9%
11 | 0.5% | -8.4% | 0.0% | i | 1.6%
12 | 22.5% | -1.3% | -0.7% | i | -1.9%
13 | ? | 4.0% | 0.7% | · | -2.2%
14 | 16.3% | -5.3% | 0.5% | i | -1.3%
15 | 9.4% | -3.9% | 0.0% | i | -1.5%

Single records, as listed above. Values in the order: USP2a inhib	15-hLO inh	BRCT inh green	Casp1 inh	Tau fil binding	HADH2 inhib	HEK293 cAMP cs	DNA Pol III inh	BRCT PPI red	Rhodamine fluor	Casp7 inh
Cc1nnc(SCC(=O)N2CCOCC2)s1 is listed with 1.1%	4.6%	-3.1%	0.7%	-0.9%	0.3%	-7.7%	0.5%	-0.8%	i	0.0%
c1ccc(-c2nn3c(C4CCCCC4)nnc3s2)nc1 is listed with -0.9%	6.6%	-1.2%	-1.5%	-0.9%	0.2%	10.3%	-2.4%	-1.0%	i	-2.7%
COC(=O)C(O)(CC(=O)Nc1ccc(OC(F)(F)F)cc1)C(F)(F)F (stereo not drawn) is listed with 5.0%	1.1%	-1.4%	-2.0%	18.3%	-8.1%	1.9%	-3.8%	0.2%	i	0.7%

Other entries follow.
item | SMILES | USP2a inhib | 15-hLO inh | BRCT inh green | Casp1 inh | Tau fil binding | HADH2 inhib
16 | COc1ccc(N(C(=O)c2ccccc2OC)C2C=CS(=O)(=O)C2)c(OC)c1 (stereo not drawn) | 7.0% | 5.3% | -2.6% | 0.0% | 6.0% | 7.7%
17 | OCCN(Cc1ccccc1)Cc1ccc(F)c(F)c1 | 3.2%[7.66 µM] | -0.7%[11.4 µM] | 1.3% | -2.1% | -2.5%[11.4 µM] | 1.4%[11.4 µM]
18 | CC(=O)c1cccc(NC(=O)c2ccc(N(C)S(C)(=O)=O)cc2)c1 | 1.6% | 1.7% | -1.8% | -0.8% | -0.4% | -2.1%
19 | COC(=O)c1ccccc1NC(=O)c1ccccc1SC | -6.1% | -17.6% | -1.9% | -6.5% | 3.2% | -8.0%
20 | CCc1nnc(NC(=O)CN2CCOCC2)s1 | -6.7% | -7.1% | -0.5% | -3.3% | -17.9% | -8.7%
21 | O=C(Cc1c(C(=O)O)[nH]c2ccccc12)NC1CCN(Cc2ccccc2)CC1 | -4.5% | 3.4% | -0.8% | 1.8% | 1.3% | -6.0%
22 | O=C1CC(N2CCN(Cc3ccc4c(c3)OCO4)CC2)C(=O)N1c1ccccc1 (stereo not drawn) | 2.0% | -0.9% | -0.7% | -1.9% | 4.1% | 2.7%
23 | Cc1c(Br)cc(C(=O)N2CCN(CCO)CC2)c(C)c1C | 3.9% | 1.0% | 0.7% | 1.2% | -2.5% | 4.8%
24 | CCOc1ccc(NC(=O)CSc2nc3cccnc3n2CC)cc1 | 29.8% | -8.8% | -0.3% | 1.0% | 2.7% | 0.8%
25 | Cc1noc(C)c1CSc1nnc2c(C)cc3ccccc3n12 | -6.0% | 6.5% | -5.6% | -6.0% | 8.5% | 18.0%
26 | O=S(=O)(NCc1ccncc1)c1ccc(S(=O)(=O)NCC2CCCO2)cc1 (stereo not drawn) | -10.3% | 6.7% | -3.3% | 0.1% | 8.8% | -12.1%
27 | COc1ccc(CCNC(=O)c2ccc3c(=O)n(Cc4ccco4)c(=S)[nH]c3c2)cc1OC | 38.8%[activator] | ? | 0.1% | -0.6% | ? | ?
28 | COc1ccccc1CCn1c(=O)c(CCc2ccccc2)nc2cncnc21 | 137.5%[activator] | -7.7% | -1.0% | -4.5% | -3.7% | 6.2%
29 | Brc1cc(Br)c(Oc2cc(Br)c(Br)cc2Br)cc1Br | · | -8.9% | -0.6% | -0.5% | 20.5% | -9.4%
30 | CCOC(=O)N1CCN(C(=O)c2ccc(-n3c(=S)[nH]c4ccccc4c3=O)cc2)CC1 | 16.9% | -0.8% | 0.2% | -2.4% | 43.4% | -8.8%
31 | N=C1C(c2nc3ccccc3s2)=C(O)CN1Cc1ccco1 | 8.3% | -4.3% | -0.3% | -0.8% | 4.9% | -15.7%
32 | Cc1ccc2[nH]c(=O)c(CN(Cc3ccco3)C(=O)c3ccncc3)cc2c1 | 18.2% | -18.7% | -1.2% | -2.2% | -4.9% | -8.1%

item | HEK293 cAMP cs | DNA Pol III inh | BRCT PPI red | Rhodamine fluor | Casp7 inh
16 | -0.8% | -0.2% | -0.5% | i | -4.7%
17 | 2.8%[11.4 µM] | 0.8%[11.4 µM] | 0.2% | · | 2.1%
18 | 10.6% | -3.2% | -0.7% | i | 1.3%
19 | ? | -1.2% | -1.5% | i | 0.2%
20 | 7.8% | -9.1% | 1.4% | i | 1.3%
21 | 3.1% | -2.0% | 0.6% | i | 0.7%
22 | 5.9% | -0.8% | -0.5% | i | -2.2%
23 | 4.5% | -3.0% | -0.5% | i | -0.8%
24 | -3.6% | -2.4% | -1.2% | i | 0.0%
25 | 4.5% | 0.2% | -1.5% | i | -1.5%
26 | 8.7% | -12.3% | -1.6% | i | 6.3%
27 | 10.1% | -7.3% | 0.7% | i | -15.4%
28 | ? | 0.4% | 1.3% | i | -7.1%
29 | 8.0% | -0.6% | -0.2% | · | 0.2%
30 | 0.6% | -4.2% | 0.3% | i | -2.5%
31 | 2.4% | -5.5% | -0.3% | i | -0.9%
32 | 3.6% | -5.6% | 0.1% | i | 0.5%

Some of the compounds tested. The share of hits here may be higher or lower than overall.
